MrgX1 antagonist – human MrgX1 receptor antagonism, primary screen; MRGX1-HEK293 calcium flux, Fluo-4, BAM8-22 antagonism; active compounds read low; B-score at 10 µM; 1.3% of 310,000 active; AID 588676;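 active = calcium-response B-score plate-corrected more than 3 library SD below zero, starting fluorescence within 5 deviations, no agonist response on first addition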;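 note: peak minus trough fluorescence over baseline after final BAM8-22 challenge near maximal dose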
TRPC6 act – activators of mouse TRPC6 channel; HEK293-TRPC6 membrane potential dye fluorescence; active compounds read high; B-score at 10 µM; 0.13% of 310,000 active;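 active = B-score of the integrated fluorescence ratio above library mean plus 3 SD, and starting fluorescence ratio within library mean plus 5 SD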;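 note: higher score means more depolarization so channel activation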
Target sequence (Q61143 whole entry, looked up): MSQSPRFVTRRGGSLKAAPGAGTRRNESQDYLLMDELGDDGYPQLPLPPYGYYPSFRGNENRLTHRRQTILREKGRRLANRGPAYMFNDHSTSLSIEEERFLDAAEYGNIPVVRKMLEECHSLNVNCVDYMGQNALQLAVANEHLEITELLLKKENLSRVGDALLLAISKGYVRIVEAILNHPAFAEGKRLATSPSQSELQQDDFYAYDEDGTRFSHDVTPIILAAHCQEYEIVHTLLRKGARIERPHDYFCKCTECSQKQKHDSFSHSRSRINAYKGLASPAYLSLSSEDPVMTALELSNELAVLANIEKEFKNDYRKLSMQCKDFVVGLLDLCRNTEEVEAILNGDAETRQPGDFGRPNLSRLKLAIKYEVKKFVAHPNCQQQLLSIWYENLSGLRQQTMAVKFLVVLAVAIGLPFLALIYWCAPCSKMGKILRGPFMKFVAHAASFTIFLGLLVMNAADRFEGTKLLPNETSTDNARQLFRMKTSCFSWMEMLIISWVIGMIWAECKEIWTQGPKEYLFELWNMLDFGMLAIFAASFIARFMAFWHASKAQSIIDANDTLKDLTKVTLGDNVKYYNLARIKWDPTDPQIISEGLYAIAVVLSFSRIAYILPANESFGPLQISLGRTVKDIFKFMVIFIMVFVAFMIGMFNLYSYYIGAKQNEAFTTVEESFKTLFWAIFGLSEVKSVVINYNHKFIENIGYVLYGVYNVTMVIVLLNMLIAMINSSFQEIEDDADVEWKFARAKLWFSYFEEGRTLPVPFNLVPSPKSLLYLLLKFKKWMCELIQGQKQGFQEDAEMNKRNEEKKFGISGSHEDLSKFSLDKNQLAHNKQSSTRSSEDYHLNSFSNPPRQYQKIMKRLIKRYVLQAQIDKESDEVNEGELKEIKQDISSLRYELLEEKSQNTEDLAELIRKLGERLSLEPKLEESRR
HIF act – HIF pathway transcriptional activation; U2OS HRE-luciferase reporter, luminescence; normalized: DMSO 0%, desferrioxamine 100%; activation, % at 7.5 µM (by protocol); 0.32% of 300,000 active;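 active = mean activation of at least 10% of the iron chelator positive control signal, with at least half of replicates also reaching 10%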
SKKanGAS inh – SKKanGAS growth inhibition; S. pyogenes SKKanGAS, kanamycin growth, BacTiter-Glo, 6 h; inhibition, % at 7.5 µM; 1.3% of 300,000 active; AID 1662;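 active = mean replicate score, as percent of positive control median, at least 50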;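 note: strain carries kanamycin resistance gene driven by streptokinase promoter and grows in 40 µg/ml kanamycin; loss of luminescence reflects streptokinase promoter inhibition or plain growth inhibition; 0% = median of DMSO wells and 100% = positive control at its reference dose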
TRPC4 inh – blocks the mouse TRPC4 cation channel; Q9QUQ5; HEK293 TRPC4beta/mu-opioid, DAMGO-evoked Fluo4 calcium flux; active compounds read low; B-score at 10 µM; 0.39% of 300,000 active;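 active = B-score over 3 SD under the library average, no early fluorescence shift, positive overall ratio signal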
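Signal: kinetic Fluo4 fluorescence imaging of calcium influx. Material: stable TRPC4beta/mu-opioid receptor HEK293 cells. Probe or stimulus: DAMGO in two steps, submaximal then maximal.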
TRPC6 inh – inhibitors of mouse TRPC6 channel; 1.1% of 310,000 active; B-score at 10 µM; HEK293-TRPC6, membrane potential dye, ACh-evoked depolarization; active compounds read low; Q61143;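 active = B-score under library mean minus 3 SD, initial fluorescence not abnormally high, positive integrated signal ratio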;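 note: B-score derived from integrated fluorescence ratio over the kinetic read; more negative B-score means stronger inhibition of depolarization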
IEC-6 tox – kills IEC-6 intestinal cells in KLF5 counter-screen; IEC-6 cytotoxicity, luminescence viability; inhibition, % at 5 µM; 0.78% of 290,000 active; AID 1825; in the data active = inhibition above about 22%;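 note: 0% = plate median of test compound wells and 100% = cytotoxic reference compound wells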
KLF5 inh – suppresses KLF5 promoter-driven expression. DLD-1 KLF5 promoter-luciferase reporter, luminescence. inhibition, % at 5 µM. 0.23% of 290,000 active;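 active = inhibition above a per-plate limit of that plate's mean compound inhibition plus 3 SD, cut at about 60% in these data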;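 note: 0% = DMSO wells and 100% = LY294002 at 200 µM; higher means less KLF5 promoter-driven luciferase light; inactives centre near -14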
TRPC4 potent – allosteric potentiators of mouse TRPC4 channel; HEK293 TRPC4beta/mu-opioid, DAMGO EC20, Fluo-4 Ca2+ flux; active compounds read high; B-score at 10 µM; 0.42% of 310,000 active; AID 2227;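 active = B-score of calcium response area above 5 SD of library B-scores, with initial fluorescence ratio within 5 SD of library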;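 note: B-score of integrated fluorescence ratio over time as area under calcium response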
TRPC4 agonist – activators of mouse TRPC4 channel; AID 2237; HEK293 TRPC4beta/mu-opioid, Fluo4 calcium fluorescence; active compounds read high; 0.49% of 310,000 active; Q9QUQ5; B-score at 10 µM;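 active = B-score above 5 SD of library B-scores, and initial fluorescence ratio not above library mean plus 5 SD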;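 note: positive B-score marks a calcium rise read as TRPC4 activation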
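Material: HEK293 stable line with TRPC4beta plus mu-opioid receptor; technique: Fluo4 calcium-sensitive dye fluorescence, kinetic, 1 Hz baseline; timing: Fluo4 dye loading 45 min at room temperature, 110 s recording; controls: assay buffer as low control, maximal DAMGO as high control; read-out: integrated baseline-normalised fluorescence ratio, converted to per-well B score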
aSyn UTR inh – MLPCN primary screen, SNCA 5' untranslated region. alpha-synuclein 5'UTR reporter, inhibitor activity. inhibition, % (tested at 7.5 µM). 0.82% of 300,000 active. AID 1813; in the data active = inhibition above about 60%;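 note: H4 neuroglioblastoma cells stably carrying SNCA 5'UTR luciferase fusion; 0% = DMSO wells and 100% = positive control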
* marks the source's active call; other numbers are inactive results; i = inactive; . = not tested or not shown.

SMILES,MrgX1 antagonist,TRPC6 act,HIF act,SKKanGAS inh,TRPC4 inh,TRPC6 inh,IEC-6 tox,KLF5 inh,TRPC4 potent,TRPC4 agonist,aSyn UTR inh
Cc1ccc(C)c(N2CCN(C(=O)CN3C(=O)c4ccccc4C3=O)CC2)c1,i,i,-0.6,1.2,i,i,2.1,-14.3,i,i,-10.2
Nc1nc(-c2cc(-c3ccccc3)no2)cs1,i,i,1.6,8.0,i,i,-11.9,-159.4,i,i,-173.6
Cc1ccc(Nc2nc3ccccc3o2)cc1F,i,i,.,-5.4,i,i,7.1,-175.7,i,i,.
O=C(NC1CCCC1)c1cc(-c2ccccc2)nc2ccccc12,i,i,0.5,-4.5,i,i,-3.0,-13.7,i,i,3.9
C=C1C(=O)O[C@@H]2C[C@@H](C)[C@@H]3C=CC(=O)[C@@]3(C)[C@@H](OC(C)=O)[C@H]12,i,i,-2.4,-2.1,i,i,.,.,i,i,95.4*
COc1ccc(N2CSC3=C(C#N)C(c4cc(OC)c(OC)cc4OC)CC(=O)N3C2)c(OC)c1 (stereo not drawn),i,i,0.1,3.3,i,i,-4.4,-26.4,i,i,10.1
C[C@@H](NC(=O)c1nc[nH]c1C(=O)NCC(=O)OCc1ccccc1)c1ccccc1,i,i,-1.0,2.4,i,i,-0.5,-3.7,i,i,-11.6
Nc1cc(N)nc(SCc2cccnc2)n1,i,i,0.8,1.8,i,i,0.8,-16.2,i,i,1.6
Cc1ccsc1/C=N/N=C1\C(=O)Nc2ccccc21,i,i,3.9,-3.3,i,i,9.5,-12.5,i,i,-43.2
O=C(Nc1ccc2oc(=O)ccc2c1)c1cc2ccccc2o1,i,i,2.7,0.7,i,i,0.4,-128.8,i,i,-176.6
COc1ccccc1CNC(=O)C(=O)NCC1OCCCN1S(=O)(=O)c1ccc(F)cc1C (stereo not drawn),i,i,0.1,-0.4,i,i,-6.8,-5.7,i,i,11.3
CCOCc1nnc(NC(=O)c2cc(OC)cc(OC)c2)s1,i,i,1.2,-11.7,i,i,1.4,0.1,i,i,-6.8
Cc1nc(C)n(CC(O)COc2ccc3c(c2)CCC3)n1 (stereo not drawn),i,i,0.2,1.3,i,i,2.5,-42.5,i,i,24.5
Cc1ccc(-c2nc(C#N)c(N3CCC(C)CC3)o2)cc1,i,i,0.7,-5.0,i,i,3.4,-53.2,i,i,-3.1
CCCCN1C(=O)CC(Nc2ccc(CC)cc2)C1=O (stereo not drawn),i,i,0.4,-10.2,i,i,6.1,2.1,i,i,-125.1
Nc1cc(=O)nc(SCC(=O)N(C2CCCCC2)C2CCCCC2)n1-c1ccccc1,i,i,0.5,29.0,i,i,-9.2,-17.6,i,i,-16.2
CCc1ccccc1NC(=O)NNC(=O)c1ccc2ccccc2c1O,i,i,-0.2,-7.4,i,i,-3.3,-29.4,i,i,5.9
O=C(CSc1nnc(-c2cccs2)n1-c1ccccc1)NCC1CCCO1 (stereo not drawn),i,i,-0.3,10.5,i,i,4.3,-30.9,i,i,-1.0
CC(C)C(c1nnnn1C1CCCC1)N1CCN(C(=O)c2ccco2)CC1 (stereo not drawn),i,i,-0.5,8.9,i,i,-2.0,8.7,i,i,7.6
O=C(/C=C\Nc1cccc(F)c1)c1cccs1,i,i,2.9,2.1,i,i,0.3,-95.6,i,i,-27.5
Cn1c(=O)oc2cc(S(=O)(=O)NC3CCCCCCC3)ccc21,i,i,0.3,-8.9,i,i,-4.4,-15.5,i,i,9.0
Cc1cccc(N(C)c2ccc3cc(S(=O)(=O)N4CCCC4)ccc3n2)c1,i,i,-0.2,0.0,i,i,5.3,-28.9,i,i,6.5
COc1ccc(CNC(=O)[C@@H]2CC=C[C@@H]3CCN(Cc4ccc(Cl)c(Cl)c4)C(=O)[C@@H]32)cc1,i,i,-1.4,9.1,i,i,.,.,i,i,15.1
CCCCN(CCCC)CCNC(=O)c1cn(C)c2ccc(S(=O)(=O)N3CCCC3)cc2c1=O,i,i,0.4,-0.8,i,i,1.8,-10.2,i,i,0.7
Fc1ccc(-n2cc(-c3ccccc3)c3c(NN4CCOCC4)ncnc32)cc1,i,i,.,-1.4,i,i,-0.5,-35.6,i,i,48.1
Cc1ccc(C(=O)CNc2ccc(C)cc2C)cc1,i,i,1.0,-1.9,i,i,-1.6,60.2,i,i,-32.1
O=C(CSc1ncn[nH]1)N/N=C/c1ccc(Br)cc1,i,i,-0.1,4.1,i,i,-2.5,-6.4,i,i,3.0
COc1ccc(C(C#N)Nc2ccc(C)cc2)cc1 (stereo not drawn),i,i,1.0,-5.1,i,i,3.9,-13.4,i,i,-61.8
CCOC(=O)C[C@H]1c2ccc(C(F)(F)F)cc2S(=O)(=O)N1c1ccccc1,i,i,-0.2,4.7,.,i,.,.,i,i,23.2
CCn1c(SCCC(=O)O)nnc1-c1cccnc1,i,i,0.3,4.3,i,i,-4.0,-29.1,i,i,14.4
O=c1c2ccccc2c(/C=N/c2ncn[nH]2)c(O)n1Cc1ccccc1,i,i,-0.9,15.0,i,i,8.4,-2.6,i,i,-5.4
O=C(c1ccccc1[N+](=O)[O-])N1CCN(c2ccc(N3CCOCC3)nn2)CC1,i,i,-1.1,-3.3,i,i,.,.,i,i,-16.9
CCOCCCN(CCC#N)S(=O)(=O)c1ccc(S(=O)(=O)N2CCCC2)cc1,i,i,-0.2,1.2,i,i,-8.7,-3.0,i,i,4.6
CCc1ccc2[nH]c(O)c(N=Nc3nc(-c4ccccc4)cs3)c2c1,i,i,0.2,52.7*,i,i,-3.7,-7.2,i,i,3.3
CC1=C(C(=O)N2CCOCC2)C(c2cccc(C)c2)NC(=S)N1 (stereo not drawn),i,i,.,-4.5,i,i,-5.5,-7.3,i,i,7.3
CCOC(=O)Cc1csc(NC(=O)c2c(C)noc2C)n1,i,i,-0.3,6.9,i,i,-3.5,-5.3,i,i,6.4
Cc1cccc(C)c1OCC(=O)N(Cc1cccs1)C1CCS(=O)(=O)C1 (stereo not drawn),i,i,-0.3,0.0,i,i,0.3,-17.6,i,i,29.4
CCOC(=O)c1nnn(-c2nonc2N)c1CN(CC)c1ccccc1,i,i,-0.3,1.2,i,i,-1.4,-15.7,i,i,30.1
O=C(CCCCCN1C(=O)c2ccccc2C1=O)NCc1ccco1,i,i,0.1,3.7,i,i,2.8,-14.0,i,i,-8.5
Cc1cc(=O)n2cc(-c3ccccc3)nc2[nH]1,i,i,0.7,8.2,i,i,-2.2,-17.7,i,i,-70.4
COCCOC(=O)C1=C(C)NC(=O)NC1/C=C/c1ccccc1 (stereo not drawn),i,i,0.0,-10.2,i,i,-1.6,-21.2,i,i,-0.4
O=C(COc1ncnc2scc(-c3ccccc3)c12)NC1CCCc2ccccc21 (stereo not drawn),i,i,.,12.9,i,i,0.7,2.0,i,i,-6.9
CC(=O)c1c(C)c(C)c2n1CCn1c(C)ccc1-2,i,i,-1.1,4.2,i,i,-4.3,-14.7,i,i,-25.9
O=S1(=O)N=C(N=Nc2c(O)[nH]c3ccccc23)c2ccccc21,i,i,0.0,2.7,i,i,-5.7,-10.2,i,i,-11.4
CNc1ccc(C2(O)C(=O)c3ccccc3C2=O)cc1,i,i,0.1,-10.4,i,i,0.4,-2.3,i,i,-20.6
C=CCn1c(Cc2c[nH]c3ccccc23)n[nH]c1=S,i,i,-0.3,-6.4,i,i,-10.8,-8.1,i,i,-49.0
Cc1ccc(C(=O)Nc2ccc(CC(=O)O)cc2)o1,i,i,-0.7,1.3,i,i,-2.9,-18.9,i,i,3.0
Cc1ccc(-n2nc3cc(C)c(NC(=S)NC(=O)/C=C/c4ccco4)cc3n2)cc1,i,i,0.5,3.1,i,i,3.4,-55.0,i,i,-256.8
CS(=O)(=O)Cc1cccc(C(=O)NN(c2ccccc2)c2ccccc2)c1,i,i,-1.6,3.5,i,i,-0.2,-9.7,i,i,16.9
CCCOc1ccc(Cc2c(O)nc(N)[nH]c2=O)cc1C,i,i,-2.0,6.7,i,i,0.0,-5.8,i,i,3.7
CCCN1CCN(C(=O)C(C)n2nc(C)c3sc4ccccc4c3c2=O)CC1 (stereo not drawn),i,i,-1.1,-2.7,i,i,-4.3,-13.7,i,i,6.0
Cc1ccc(-c2csc3ncn(Cc4ccc(C(=O)O)cc4)c(=O)c23)cc1C,i,i,-0.5,23.0,i,i,4.5,-7.2,i,i,-2.2
CCOC(=O)c1sc(=S)n2c1[nH]c(=O)c1ccc(C(=O)OC)cc12,i,i,0.0,66.6*,i,i,4.7,24.8,i,i,1.3
Cc1ccc(-c2nn3c(C)nnc3s2)cc1NC(=O)c1ccc(Br)o1,i,i,-0.1,-7.5,i,i,7.7,-9.1,i,i,18.1
COc1ccc(-c2nnn(CC#N)n2)cc1OC,i,.,-0.4,0.8,.,.,0.0,-17.5,.,.,20.1
COc1cccc(C2CCCN2Cc2nc(CC3CC3)no2)c1 (stereo not drawn),i,i,-0.7,10.0,i,i,0.0,-28.1,i,i,1.8
Cc1cc(C=O)c(C)n1-c1cc(C(F)(F)F)ccc1N1CCOCC1,i,i,-0.4,4.8,i,i,1.3,-13.9,i,i,1.3
CC(C)CNC(=O)c1cccc(NC(=O)c2ccco2)c1,i,i,0.4,-4.1,i,i,1.4,-41.2,i,i,-3.0
Cc1cc(C)cc(OCC(=O)O/N=C(\N)c2ccccn2)c1,i,i,0.6,8.7,i,i,3.8,-39.7,i,i,-44.7
CCCNC(=O)N1c2ccccc2Sc2ccccc21,i,i,-0.2,5.0,i,i,7.8,-12.4,i,i,10.0

Further records:
SMILES,MrgX1 antagonist,TRPC6 act,HIF act,SKKanGAS inh,TRPC4 inh,TRPC6 inh,IEC-6 tox,KLF5 inh,TRPC4 potent,TRPC4 agonist,aSyn UTR inh
NC(=O)CCN(Cc1ccccc1)S(=O)(=O)c1ccccc1,i,i,0.0,2.5,i,i,3.7,-25.7,i,i,25.0
CCOC(=O)c1c(C)nc2c(c1-c1ccccc1)C(=O)c1ccccc1-2,i,i,-0.3,-6.5,i,i,-1.6,9.5,i,i,25.7
CC(=O)CCc1ccc2oc(C(=O)O)c(C)c2c1,i,i,-0.5,-2.6,i,i,-8.0,-12.9,i,i,17.3
CNC(=O)CC1C(=O)N(c2ccc(F)cc2)C(=S)N1NC(=O)c1ccc(Br)cc1 (stereo not drawn),i,i,1.9,0.9,i,i,-7.6,-23.3,i,i,-10.9
COc1c(C)cc(C(=O)C2CCCN(C(=O)c3ccc4[nH]ccc4c3)C2)cc1C (stereo not drawn),i,i,0.4,6.5,i,i,-2.2,-60.4,i,i,11.8
Cc1cccc(Nc2nc(NCc3ccco3)c3ccccc3n2)c1,i,i,-0.1,18.9,i,i,0.9,-8.1,i,i,-9.3
Cc1ccc(F)c(CNC(=O)C2CCC(=O)N(CCCN3CCCC3=O)C2)c1F (stereo not drawn),i,i,0.0,-4.4,i,i,-1.8,-16.1,i,i,4.5

Screening data deposited in PubChem BioAssay by several laboratories.
